NTR1 agonist = agonists of NTR1, primary screen, imaging, U2OS cells, beta-arrestin-GFP, high content (AID 493036) | activation, % at 20 µM | NTR1-U2OS beta-arrestin-GFP spot imaging, agonist mode | 330,000 tested, 0.17% active | P30989;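 active = activation at or above 40% of the spot to cytoplasm intensity ratio, with at least 20 cells analyzed; inconclusive = wells under 20 cells, flagged as cytotoxic or low count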;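 note: 0% = DMSO without peptide and 100% = 100 nM NTR1 peptide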
Target sequence (P30989 whole entry, looked up): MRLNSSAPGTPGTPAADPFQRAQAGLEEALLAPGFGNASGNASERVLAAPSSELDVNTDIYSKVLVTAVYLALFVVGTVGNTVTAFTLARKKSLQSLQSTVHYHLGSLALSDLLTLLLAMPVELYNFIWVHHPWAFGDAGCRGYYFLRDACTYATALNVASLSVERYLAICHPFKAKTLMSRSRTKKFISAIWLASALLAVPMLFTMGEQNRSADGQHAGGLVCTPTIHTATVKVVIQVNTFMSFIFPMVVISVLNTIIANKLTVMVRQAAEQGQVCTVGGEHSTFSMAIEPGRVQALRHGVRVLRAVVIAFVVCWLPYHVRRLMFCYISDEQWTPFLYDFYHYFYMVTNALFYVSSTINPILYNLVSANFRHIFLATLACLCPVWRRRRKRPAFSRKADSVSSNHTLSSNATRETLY
Large T inhibition = TAg ATPase/helicase activity blockers – biochemical (AID 1903). 310,000 tested, 0.39% active. inhibition, % at 20 µM; hits with a dose series show IC50 in µM. SV40 large T antigen ATPase/helicase inhibition assay; higher % means a stronger effect; in the data active = a potency from the dose series; inconclusive = inhibition mostly from about 32% at the one dose, without a potency; inactive = the rest, 99 in 100 with inhibition below about 32%; note: strong numbers were not always called active
Salmonella PhoP GFP = inhibitors of PhoP regulon expression, primary screen, Salmonella Typhimurium, GFP reporter (AID 1863); S. Typhimurium PhoP-regulated promoter GFP reporter, 4 h; higher % means a stronger effect; one-dose inhibition, % at 50 µM; IC50 in µM for titrated hits; 300,000 tested, 0.16% active;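 active = inhibition over 29.93%, a cutoff 3 SD above the screen mean, later confirmed by dose response; inconclusive = inhibition over 29.93% but no dose response follow-up; inactive = inhibition at most 29.93% or unconfirmed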;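 note: 0% = low Mg2+ inducing control and 100% = high Mg2+ repressing control; strong numbers were not always called active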
T cell modulator = modulates CD8 T cell binding to vesicles; 330,000 tested, 0.068% active; calls only at 7 µM; AID 2052; 2C CD8+ T cell-vesicle binding, flow cytometry; active compounds read low;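 active = response, share of CD8 T cells binding vesicles, and their 90th percentile fluorescence all below set limits, cut at about 80% in these data, passing the limit was not always enough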
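incubation = binding step 1.5 h, 37 °C, antibody labelling 20 min, ice | test system = 2C mouse CD8+ T cells | read-out basis = percent CD8+ FL2 mean versus row control | controls = Peptide-free naked vesicles (low) and QL9 vesicles with 0.7% DMSO vehicle (high) | detection = flow cytometry of vesicle-bound cells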
TNAP activators = human TNAP enzyme activators, primary screen, biochemical, luminescent, no phosphate acceptor, uHTS (AID 1001); one-dose activation fold at 20 µM; EC50 in µM for titrated hits; 200,000 tested, 0.03% active; purified TNAP, luminescent activation assay, no phosphate acceptor; higher activation fold means a stronger effect; in the data active = activation fold from about 3, or a potency from the dose series; inactive = the rest, 99 in 100 with activation fold below about 1.6; note: many of its hits are not listed in these tables
UTI89 phage lysis = inhibition of K1F phage lysis, E. coli UTI89, bacterial capsule biogenesis inhibitors, alamar blue (AID 488966). 340,000 tested, 0.02% active. inhibition, % at 100 µM, or IC50 in µM where a hit was titrated. E. coli UTI89 K1F phage lysis, alamar blue, 2 h; higher % means a stronger effect;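 active = phage lysis inhibition, versus mean bacterial control, above a set limit; inconclusive = no clear call, values can overlap the other calls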;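 note: capsule biogenesis inhibitors block K1F phage lysis so surviving cells raise fluorescence; higher fluorescence means more inhibition of phage lysis; actives were called in the ten point dose series up to 300 µM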
RSV antiviral HEp-2 = RSV antiviral activity via CPE protection, HEp-2 cells, primary 10 µM value included (AID 2391) | HEp-2 cells, RSV-induced CPE inhibition; higher % means a stronger effect | CPE inhibition, % at 10 µM, or IC50 in µM where a hit was titrated | 310,000 tested, 0.13% active; in the data active = a potency from the dose series; inconclusive = CPE inhibition mostly from about 23% at the one dose, without a potency; inactive = the rest, 99 in 100 with CPE inhibition below about 21%; note: strong numbers were not always called active
Rac1 GTP hydrolysis = MgcRacGAP GTPase-activating activity inhibitors, confirmation, biochemical, ADP Hunter fluorescence; inhibition, % at 30 µM; hits with a dose series show IC50 in µM; 340,000 tested, 0.6% active; MgcRacGAP-stimulated Rac1 GTP hydrolysis, ADP Hunter fluorescence; higher % means a stronger effect; GST-tagged Rac1 F28L mutant substrate;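 active = first-screen hits whose inhibition reached a set limit at any dose in the follow-up dose series; inconclusive = inhibition above the set first-screen limit but never retested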;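 note: fluorescence reports GDP produced by GAP-driven GTP hydrolysis; strong numbers were not always called active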
Myeloid diff MLP = promotes myeloid progenitor differentiation. calls only at 10 µM. ER-HoxA9 myeloid progenitors, lysozyme-GFP differentiation, flow cytometry. 360,000 tested, 1% active;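 active = normalized GFP-positive differentiation at or above the plate's own cutoff, the solvent-only control mean plus 3 SD; inconclusive = no clear call, values can overlap the other calls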;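 note: cells exposed to compound for four days before flow analysis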
T cell modulator vesicle-bound % = second read-out of T cell modulator, no call of its own (marks repeat the call); double positive events, %; measured here: CD8+ vesicle-bound cell fraction;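 binding gate set so that unloaded-vesicle control wells show 10% double positive cells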
NTR1 agonist cell count 20 µM = further read-out of NTR1 agonist, marked with its call; cell count; measured here: cell count, cytotoxicity flag
Myeloid diff MLP GFP+ MAC1+ % = further read-out of Myeloid diff MLP, marked with its call; GFP+ MAC1+ double positive, %; measured here: differentiation confirmed by MAC1 staining
* = called active by the depositor; [ ] = remark or other dose.

Results for Cc1ccc(S(=O)(=O)NCC2CCCO2)cc1[N+](=O)[O-] (stereo not given) ?
NTR1 agonist: 0.2; Large T inhibition: 9.2%; Salmonella PhoP GFP: -3.8%; T cell modulator: inactive; TNAP activators: 1; UTI89 phage lysis: 3.0%; RSV antiviral HEp-2: 3.0%; Rac1 GTP hydrolysis: 5.8%; Myeloid diff MLP: inactive; T cell modulator vesicle-bound %: 51.9; NTR1 agonist cell count 20 µM: 51; Myeloid diff MLP GFP+ MAC1+ %: 0.8

How did COc1cccc(CNC(=O)COC(=O)/C=C/c2ccc(SC)cc2)c1 do in these assays?
NTR1 agonist: -1.0; T cell modulator: inactive; UTI89 phage lysis: 0.5%[50 µM]; Rac1 GTP hydrolysis: -2.7%; Myeloid diff MLP: inactive; T cell modulator vesicle-bound %: 47.4; NTR1 agonist cell count 20 µM: 74; Myeloid diff MLP GFP+ MAC1+ %: 0.5

Results for Cc1cc(C)n(-c2ccc(Cl)c(Cl)c2)n1 ?
NTR1 agonist: -0.9; Large T inhibition: 8.2%; Salmonella PhoP GFP: -9.3%; T cell modulator: inactive; TNAP activators: 1.1; UTI89 phage lysis: 1.6%; RSV antiviral HEp-2: 1.3%; Rac1 GTP hydrolysis: -2.1%; Myeloid diff MLP: inactive; T cell modulator vesicle-bound %: 60.7; NTR1 agonist cell count 20 µM: 94; Myeloid diff MLP GFP+ MAC1+ %: 0.1

How did CN(c1ccccc1)S(=O)(=O)c1nnc(NC(=O)COc2ccccc2F)s1 do in these assays?
NTR1 agonist: 1.4; Large T inhibition: 28.7%; Salmonella PhoP GFP: -1.6%; T cell modulator: inactive; UTI89 phage lysis: 0.2%; RSV antiviral HEp-2: 8.0%; Rac1 GTP hydrolysis: 11.6%; Myeloid diff MLP: inactive; T cell modulator vesicle-bound %: 4.8; NTR1 agonist cell count 20 µM: 71; Myeloid diff MLP GFP+ MAC1+ %: 1.9

Results for Cn1c(N)c(C(=O)COC(=O)CCC(=O)c2cccs2)c(=O)n(C)c1=O ?
NTR1 agonist: -1.1; Large T inhibition: 9.4%; Salmonella PhoP GFP: 13.5%; T cell modulator: inactive; TNAP activators: 1.1; UTI89 phage lysis: 3.4%; RSV antiviral HEp-2: 1.0%; Rac1 GTP hydrolysis: 5.1%; Myeloid diff MLP: inactive; T cell modulator vesicle-bound %: 34.9; NTR1 agonist cell count 20 µM: 80; Myeloid diff MLP GFP+ MAC1+ %: 0.5

How did CN(CCC#N)C(=O)COC(=O)c1ccc2[nH]c3c(c2c1)CCCC3 do in these assays?
NTR1 agonist: 0.6; Large T inhibition: 11.2%; Salmonella PhoP GFP: 5.5%; T cell modulator: inactive; TNAP activators: 0.9; RSV antiviral HEp-2: 6.3%; Myeloid diff MLP: inactive; T cell modulator vesicle-bound %: 52.0; NTR1 agonist cell count 20 µM: 33; Myeloid diff MLP GFP+ MAC1+ %: 0.2

Results for Clc1ccc2c(N3CCOCC3)ccnc2c1 ?
NTR1 agonist: 0.0; Large T inhibition: 11.2%; Salmonella PhoP GFP: 0.4%; T cell modulator: inactive; UTI89 phage lysis: 0.1%; RSV antiviral HEp-2: 3.8%; Rac1 GTP hydrolysis: 8.9%; Myeloid diff MLP: inactive; T cell modulator vesicle-bound %: 64.9; NTR1 agonist cell count 20 µM: 48; Myeloid diff MLP GFP+ MAC1+ %: 0.2

How did CCOc1ccc(CC(C(N)=O)C(N)=O)cc1 do in these assays?
NTR1 agonist: 0.0; Large T inhibition: 3.1%; Salmonella PhoP GFP: 6.5%; T cell modulator: inactive; TNAP activators: 1.1; UTI89 phage lysis: 0.0%; RSV antiviral HEp-2: 1.5%; Rac1 GTP hydrolysis: 5.5%; Myeloid diff MLP: inactive; T cell modulator vesicle-bound %: 22.1; NTR1 agonist cell count 20 µM: 54; Myeloid diff MLP GFP+ MAC1+ %: 0.5

Results for Cc1ccc(S(=O)(=O)N(CC(=O)NCc2ccco2)c2ccccc2C)cc1 ?
NTR1 agonist: 0.7; Large T inhibition: 28.0%; Salmonella PhoP GFP: -2.7%; T cell modulator: inactive; UTI89 phage lysis: -0.4%; RSV antiviral HEp-2: 2.1%; Rac1 GTP hydrolysis: 5.4%; Myeloid diff MLP: inactive; T cell modulator vesicle-bound %: 4.3; NTR1 agonist cell count 20 µM: 62; Myeloid diff MLP GFP+ MAC1+ %: 0.4

Results for Cc1cnc(C(=O)NCc2ccc(Cl)cc2Cl)cn1 ?
NTR1 agonist: 0.5; Large T inhibition: 7.1%; Salmonella PhoP GFP: -4.2%; T cell modulator: inactive; TNAP activators: 1; UTI89 phage lysis: -0.4%; RSV antiviral HEp-2: 1.5%; Rac1 GTP hydrolysis: -8.8%; Myeloid diff MLP: inactive; T cell modulator vesicle-bound %: 48.6; NTR1 agonist cell count 20 µM: 53; Myeloid diff MLP GFP+ MAC1+ %: 0.6

Results for CC(=O)Nc1ccc(C2=NNC(=NCC3CCCO3)SC2)cc1 (stereo not given) ?
Large T inhibition: 16.8%; Salmonella PhoP GFP: 13.1%; T cell modulator: inactive; TNAP activators: 1; UTI89 phage lysis: 0.1%; RSV antiviral HEp-2: 0.5%; Rac1 GTP hydrolysis: 9.9%; Myeloid diff MLP: inactive; T cell modulator vesicle-bound %: 44.2; Myeloid diff MLP GFP+ MAC1+ %: 0.8

What do the screens show for `CCc1ccccc1NC(=O)CN(c1ccc(OC)cc1OC)S(=O)(=O)c1ccccc1`?
NTR1 agonist: 2.4; Large T inhibition: 23.0%; Salmonella PhoP GFP: -4.5%; T cell modulator: inactive; UTI89 phage lysis: 0.2%; RSV antiviral HEp-2: 4.8%; Rac1 GTP hydrolysis: 10.4%; Myeloid diff MLP: inactive; T cell modulator vesicle-bound %: 36.9; NTR1 agonist cell count 20 µM: 44; Myeloid diff MLP GFP+ MAC1+ %: 0.8

Results for Cc1ccccc1C=Nc1ccccc1C(N)=O ?
NTR1 agonist: -0.6; Large T inhibition: 2.9%; Salmonella PhoP GFP: 4.2%; T cell modulator: inactive; TNAP activators: 1.1; UTI89 phage lysis: 8.0%; RSV antiviral HEp-2: 0.1%; Rac1 GTP hydrolysis: 6.8%; Myeloid diff MLP: inconclusive; T cell modulator vesicle-bound %: 31.4; NTR1 agonist cell count 20 µM: 52

Results for COCc1nc2ccccc2n1Cc1ccccc1 ?
NTR1 agonist: -1.1; Large T inhibition: 5.7%; Salmonella PhoP GFP: -7.2%; T cell modulator: inactive; TNAP activators: 1.1; UTI89 phage lysis: 0.2%; RSV antiviral HEp-2: 0.7%; Rac1 GTP hydrolysis: 2.5%; Myeloid diff MLP: inactive; T cell modulator vesicle-bound %: 61.4; NTR1 agonist cell count 20 µM: 72; Myeloid diff MLP GFP+ MAC1+ %: 1.5

How did O=C(O)CCC(=O)Nc1nc2ccccc2s1 do in these assays?
NTR1 agonist: 0.0; Large T inhibition: 12.2%; Salmonella PhoP GFP: 7.6%; T cell modulator: inactive; TNAP activators: 1.2; UTI89 phage lysis: 0.2%; RSV antiviral HEp-2: 1.1%; Rac1 GTP hydrolysis: 7.6%; Myeloid diff MLP: inactive; T cell modulator vesicle-bound %: 36.2; NTR1 agonist cell count 20 µM: 67; Myeloid diff MLP GFP+ MAC1+ %: 1.4

Results for Cc1ccc(NC(=O)COC(=O)CSCC(=O)Nc2cc(C)on2)c(C)c1 ?
NTR1 agonist: -1.4; Large T inhibition: 14.9%; Salmonella PhoP GFP: -6.8%; T cell modulator: inactive; UTI89 phage lysis: 3.3%[50 µM]; RSV antiviral HEp-2: -1.1%; Rac1 GTP hydrolysis: 1.3%; Myeloid diff MLP: inactive; T cell modulator vesicle-bound %: 35.2; NTR1 agonist cell count 20 µM: 46; Myeloid diff MLP GFP+ MAC1+ %: 0.7

How did O=C(COC(=O)c1ccccc1Oc1ccccc1)NCc1ccco1 do in these assays?
NTR1 agonist: 1.5; Large T inhibition: 16.7%; Salmonella PhoP GFP: -8.0%; T cell modulator: inactive; TNAP activators: 1.1; UTI89 phage lysis: -1.0%; RSV antiviral HEp-2: 3.0%; Rac1 GTP hydrolysis: 30.6%; Myeloid diff MLP: inactive; T cell modulator vesicle-bound %: 42.8; NTR1 agonist cell count 20 µM: 61; Myeloid diff MLP GFP+ MAC1+ %: 2.5

Results for COc1cccc(/C=C/C(=O)OCC(=O)Nc2ccc(Cl)c(S(=O)(=O)N(C)C)c2)c1 ?
NTR1 agonist: 1.9; Large T inhibition: 21.3%; Salmonella PhoP GFP: -7.2%; T cell modulator: inactive; TNAP activators: 1; UTI89 phage lysis: -1.1%; RSV antiviral HEp-2: 1.1%; Rac1 GTP hydrolysis: 3.7%; Myeloid diff MLP: inactive; T cell modulator vesicle-bound %: 51.9; NTR1 agonist cell count 20 µM: 55; Myeloid diff MLP GFP+ MAC1+ %: 0.1

What do the screens show for `Cc1c(/C=N/NC(=O)c2ccc(O)cc2)c2ccccn2c1C(=O)c1ccc(F)cc1`?
NTR1 agonist: 6.0; Large T inhibition: 94.6%; Salmonella PhoP GFP: -6.2%; T cell modulator: inactive; TNAP activators: 1.1; UTI89 phage lysis: -0.9%; RSV antiviral HEp-2: 11.3%; Rac1 GTP hydrolysis: 6.1%; Myeloid diff MLP: inactive; T cell modulator vesicle-bound %: 45.9; NTR1 agonist cell count 20 µM: 44; Myeloid diff MLP GFP+ MAC1+ %: 0.6

What do the screens show for `CC(C)OC(=O)/C(C#N)=C\c1cccnc1`?
NTR1 agonist: 0.2; Large T inhibition: 13.6%; Salmonella PhoP GFP: 1.1%; T cell modulator: inactive; TNAP activators: 1.1; UTI89 phage lysis: -0.4%; RSV antiviral HEp-2: 1.8%; Rac1 GTP hydrolysis: 9.6%; Myeloid diff MLP: inactive; T cell modulator vesicle-bound %: 39.9; NTR1 agonist cell count 20 µM: 49; Myeloid diff MLP GFP+ MAC1+ %: 0.3

High-throughput results: PubChem, several laboratories
